# High-throughput results (PubChem BioAssay)
# Imprint erasure: induces erasure of genomic imprints in mouse ES cells; mouse ES Peg3-LacZ reporter, beta-gal luminescence, 40 h; 0.02% of 110,000 active; Potency, µM (titrated, usually from 60.7 µM), for inactives: at the top dose activity change, positive = activation, actives largely listed as activators;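 note: 0% = negative control wells on the plate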
#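 Imprint erasure is scored as LacZ activity from the silenced maternal Peg3 allele in feeder-free female ES cells cultured 40 h with LIF. Luminescence is normalized to in-plate negative controls and fitted to the Hill equation.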
# IkB signaling: IkB pathway inhibition in ABC-DLBCL cells | ABC-DLBCL IkBa-CBG/CBR dual luciferase ratio, 4 h; response scale: scaled: untreated 0%, proteasome inhibitor 100% | Potency, µM (titrated, usually from 57.1 µM), inactives show top-dose IkBa stabilization activation | 0.04% of 110,000 active | AID 445; active = well fitted curve in the direction sought with a large enough effect in the signal ratio, not every such curve was filed as active; inconclusive = small, poorly fitted or top-dose-only effect, or a change in a side signal; the % refers to the signal ratio;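 note: the direction sought is a rising ratio; 0% = basal untreated cells and 100% = reference inhibitor full response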
#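 Luminescence ratio of IκBα-fused green versus native red beetle luciferase in OCI-Ly3 cells, 4 h post-doxycycline with compound; red signal alone, scaled from basal (0%) to zero light (-100%), flagged nonspecific or cytotoxic effects.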
# p53ts 32C kill: p53ts cell cytotoxicity, permissive temperature. H1299-p53A138V at 32C, ATP luminescence viability, 24 h. 0.93% of 130,000 active. Potency, µM (highest dose often 46.1 µM), without a hit: at the highest dose activity change, negative = cytotoxicity, usual class: cytotoxic;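 note: 0% = DMSO and -100% = full killing by reference compound; nearly all actives have a fitted effect of over 55% in size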
#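 Cells: H1299 p53ts (A138V), 600/well, pre-incubated 16–30 h at 37C. Cpd up to 46 uM, 24 h, 32C. Readout: ATPlite luminescence, 20 min RT. Normalization: DMSO vs tamoxifen 100 uM. AC50 by Hill equation.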
# p53ts 39C kill: cytotoxicity in p53ts cells at nonpermissive temperature. 1.5% of 130,000 active. Potency, µM (highest dose often 46.1 µM), for the others: at the top dose activity change, negative = cell killing, usual class: cytotoxic. H1299-p53A138V viability at 39C, ATP luminescence, 24 h; note: nearly all actives have a fitted effect of over 55% in size
# * hit, by the source's call; ? = inconclusive; · = not tested or not shown; & = joins results of further samples; [ ] = remark or other dose. Unless noted, calls come from the whole dose curve; as a rule, active = well fitted curve in the direction sought with a large enough effect; inconclusive = small, poorly fitted or top-dose-only effect, or another doubt; inactive = no such curve, though single readings can be large; an effect the other way counts as inactive or inconclusive. Unless noted, % is set by controls: 0 for no effect and ±100 for the full control effect; potency is the fitted concentration of half-maximal effect. Compounds as they come; about 1.8% have a hit in one of these screens.
# Each structure is followed by: p53ts 39C kill, Imprint erasure, p53ts 32C kill, IkB signaling
CS/C(=N\S(=O)(=O)c1ccc(N)cc1)NS(=O)(=O)c1cccs1
  6%, -10%, 3%, 1.1%
COc1ccc(N2C(=O)C(CC(=O)Nc3ccccc3)N(CCC3=CCCCC3)C2=O)cc1 (centres undefined)
  -24%, 2%[10.9 µM], -5%, 1.2%
CCCN1CCCc2cc(CN)ccc21
  ?, -24%, ?, 1.6%
CC1CC(C(F)(F)C(F)(F)F)n2nc(C(=O)O)cc2N1 (centres undefined)
  -4%, -25%, 0%, -0.3%
O=C(Cn1nnc(-c2ccncc2)n1)Nc1ccc2c(c1)CCC2
  5%, -4%, 9%, 0.7%
COC(=O)[C@H](C)NC(=O)Nc1ccc(Oc2ccccc2)cc1
  -1%, 4%, 6%, 0.7%
COC(=O)c1ccc(NC(=O)CCNS(=O)(=O)c2cccc3nsnc23)cc1
  4%, -12%[10.9 µM], 0%, ?
CN(C)CCOC(=O)c1ccc(N)cc1
  0%[9.22 µM], -5%[10.9 µM], -6%[9.22 µM], 0.3%[11.4 µM]
COc1ccc(-c2noc(CCC(=O)Nc3ccc4c(c3)OCCO4)n2)cc1
  -12%, -17%, -4%, ?
COc1ccc(C2=NOC(Cn3c(Cc4ccc(Cl)cc4)nc4c3c(=O)n(C)c(=O)n4C)C2)cc1 (centres undefined)
  -4%, -15%, 0%, 0.4%
CCN(c1cc(C)cc(C)c1)S(=O)(=O)c1nnc(NC(=O)C2CCCCC2)s1
  -6%, -20%[10.9 µM], 23%, -2.1%
Cc1ccc(-n2ncc3c(Nc4cccc(C)c4)ncnc32)cc1
  ?, -14%[10.9 µM], -15%, 0.3%
CCOC(=O)N1CCC(NC(=O)c2cc3c(-c4ccccc4F)nn(C)c3s2)CC1
  -2%, -22%, -2%, -4.9%
COC(=O)CC1Sc2ccccc2NC1=O (centres undefined)
  4%, 23%, -1%, -2.2%
CN(C)C(=O)CSc1nnc(-c2cc(-c3cccs3)nc3ccccc23)o1
  -17%, -12%, -12%, 0.4%

# Following part:
# Each structure is followed by: p53ts 39C kill, Imprint erasure, p53ts 32C kill, IkB signaling
CC(=O)c1cc(C)ccc1OC(=O)c1cccc2nc(C)oc12
  -10%, -9%, 1%, 0.3%
CCOC(=O)c1ccccc1NC(=O)c1cn(CC(C)C)c(=O)c2cc(OC)c(OC)cc12
  1%, -9%[10.9 µM], 8%, ?
Cn1c(=O)c2c(-c3ccccc3)n(C3CCCCC3)cc2n(C)c1=O
  6%, ·, -5%, ·
CCCCOCCCn1c(-c2ccco2)nc2nc3ccccc3nc21
  3%, -28%, -16%, ?
COc1ccc(C(=O)NCc2n[nH]c(=S)n2-c2ccccc2)cc1OC
  5%, 9%, -2%, -0.4%
CC(=O)Nn1c(COc2ccccc2C)nc2ccccc2c1=O
  -1%, 3%, 5%, 3.4%
Cc1ccc(/C=N/n2cnc3sc4c(c3c2=O)CCCC4)o1
  -2%, -6%, -19%, 1.5%
CCCSCCCNC(=O)c1ccc2c(c1)sc1nc(-c3ccc(OCC)cc3)cn12
  -7%, -10%[10.9 µM], -8%, -0.3%
CCCC(=O)Nc1cc(C)c(NC(=O)c2ccccn2)cn1
  -9%, -39%[inhibitor], 8%, 0.4%
CCOC(=O)N1CCc2c(sc3c2c(=O)n(-c2ccc(CC)cc2)c(=O)n3C)C1
  27%, 21%[10.9 µM], -1%, 0.3%
CC(NC(=O)Cc1cccs1)C(c1cccs1)N1CCN(c2ccccc2F)CC1 (centres undefined)
  0%, -18%, 32%[activator], 0.1%
Cc1cc(NS(=O)(=O)c2ccccc2)c(C)c(Cl)c1O
  3%, -4%, -9%, -0.1%
Cn1c(=O)c2c(nc(NCCc3ccccc3)n2Cc2ccccc2)n(C)c1=O
  -7%, -17%, -2%, 23%
Cc1cc2nc(-c3ccc(OCc4ccccc4C)cc3)cc(C(F)(F)F)n2n1
  4%, -2%[10.9 µM], -5%, -2.6%
Cc1ccc(-c2nc(S(=O)(=O)c3ccc(C)cc3)c(SCC(=O)c3ccccc3)o2)cc1
  -24%, ?, 12%, 4.8%

# Structures above that have two or more sulfur atoms:
# Each structure is followed by: p53ts 39C kill, Imprint erasure, p53ts 32C kill, IkB signaling
CS/C(=N\S(=O)(=O)c1ccc(N)cc1)NS(=O)(=O)c1cccs1
  6%, -10%, 3%, 1.1%
COC(=O)c1ccc(NC(=O)CCNS(=O)(=O)c2cccc3nsnc23)cc1
  4%, -12%[10.9 µM], 0%, ?
CCN(c1cc(C)cc(C)c1)S(=O)(=O)c1nnc(NC(=O)C2CCCCC2)s1
  -6%, -20%[10.9 µM], 23%, -2.1%
CN(C)C(=O)CSc1nnc(-c2cc(-c3cccs3)nc3ccccc23)o1
  -17%, -12%, -12%, 0.4%
CCCSCCCNC(=O)c1ccc2c(c1)sc1nc(-c3ccc(OCC)cc3)cn12
  -7%, -10%[10.9 µM], -8%, -0.3%
CC(NC(=O)Cc1cccs1)C(c1cccs1)N1CCN(c2ccccc2F)CC1 (centres undefined)
  0%, -18%, 32%[activator], 0.1%
Cc1ccc(-c2nc(S(=O)(=O)c3ccc(C)cc3)c(SCC(=O)c3ccccc3)o2)cc1
  -24%, ?, 12%, 4.8%

# (next part)
# Each structure is followed by: p53ts 39C kill, Imprint erasure, p53ts 32C kill, IkB signaling
CC(C)CSc1nnc2[nH]c(=O)cc(N)n12
  -6%, 4%, -6%, -2.3%
c1ccc2c(c1)OCC(c1nnc3n1-c1ccccc1SC3)O2 (centres undefined)
  -2%, -13%, 1%, 0.0%
O=C(N1CCOCC1)N1CCOCC1
  1%, -3%, 1%, 0.2%
O=C(CSc1nnc(COc2ccccc2)n1-c1ccccc1)c1cccs1
  20%, -14%, -3%, -2.2%
CC(=O)c1cccc(NC(=O)Cn2c(-c3cncs3)nc3ccccc32)c1
  -4%, 9%[10.9 µM], -3%, ?
COCC(=O)/C=C1\Sc2ccccc2N1C
  -1%, -29%, -14%, 0.7%
CC(C)(C)NC(=O)CN(Cc1cccnc1)C(=O)c1csnn1
  -13%, -5%, -1%, 0.2%
CCCCn1c(-c2ccc(S(=O)(=O)N3CCOCC3)cc2)csc1=Nc1ccccc1
  -1%, -16%[10.9 µM], 3%, ?
OC(CNc1nc2ccccc2s1)c1ccccc1 (centres undefined)
  -14%, -1%, -5%, ?
CCCn1c(=N)c(C(=O)NCc2ccc3c(c2)OCO3)cc2c(=O)n3cccc(C)c3nc21
  11%, 0%, -4%, -1.2%
CC(=O)c1ccc(-n2c(CCC(=O)O)ccc2-c2cccs2)cc1
  -4%, 3%[10.9 µM], -6%, 3.3%
Cc1cc(C)nc(N2CCCC(C(=O)NCCc3cccc(F)c3)C2)n1 (centres undefined)
  5%, 2%, 2%, 0.0%
Cc1ccc(-n2c(C)cc(C(=O)NS(=O)(=O)c3ccc(C)cc3)c2C)cc1
  -4%, ·, ?, ·
CCOc1ccc(C2Nc3ccccc3-c3nnc(SCc4ccccc4)nc3O2)cc1OC (centres undefined)
  4%, -11%[10.9 µM], -3%, 41%
COc1ccccc1CNC(=O)C(C)n1c(=O)cc(C(F)(F)F)c2c(C)nn(C)c21 (centres undefined)
  -2%, 28%[10.9 µM], 3%, ?

# Quoted from the listing:
# Imprint erasure result of `COc1ccccc1CNC(=O)C(C)n1c(=O)cc(C(F)(F)F)c2c(C)nn(C)c21` (centres undefined) : 28%[10.9 µM]
# p53ts 32C kill result of `COc1ccc(N2C(=O)C(CC(=O)Nc3ccccc3)N(CCC3=CCCCC3)C2=O)cc1` (centres undefined) : -5%

# Continuation:
# Each structure is followed by: p53ts 39C kill, Imprint erasure, p53ts 32C kill, IkB signaling
COc1ccc(-c2nc(SCC(=O)Nc3ccc4c(c3)OCCO4)c(-c3ccccc3)[nH]2)cc1
  -25%, -9%[10.9 µM], -16%, ?
C[C@H](NCCC(c1ccccc1)c1ccccc1)c1ccccc1
  -5%[20.6 µM], -10%[16.8 µM], -4%[20.6 µM], 0.1%[25.6 µM]
COc1cc(NC(=O)NC(C)c2c(-n3cccc3)sc3c2CCCC3)cc(OC)c1OC (centres undefined)
  -10%, -10%[10.9 µM], -6%, 0.2%
O=C(Nc1nnc(S(=O)(=O)N2CCCc3ccccc32)s1)c1cccc(F)c1
  10%, 5%[10.9 µM], 1%, -0.4%
CCOC(=O)C1CCCN(C(=O)Cn2c(=O)cc(C)c3c(C)nn(C)c32)C1 (centres undefined)
  -23%, -7%[10.9 µM], -3%, -0.8%
Cc1cc(C)cc(OCC(=O)N2CCC(c3nc4ccccc4s3)CC2)c1
  -21%, -13%[10.9 µM], -4%, ?
Cc1ccc(SC(C)C(=O)Nc2ncn[nH]2)cc1 (centres undefined)
  8%, -8%, 5%, 3.4%
C=C[C@]1(C)C[C@H](OC(=O)CO)[C@]2(C)C3C(=O)CC[C@]3(CC[C@H]2C)[C@H](C)[C@H]1O (some centres undefined)
  8%[9.22 µM], -4%[10.9 µM], 14%[9.22 µM], 1.5%[11.4 µM]
CC/C(O)=C1\C(=O)CC(c2ccccc2)CC1=NCCC(=O)O (centres undefined)
  13%, ·, -20%, ·
CCc1nn(CCCC(=O)N2CCc3ccccc3C2)c(=O)c2cc3occc3n12
  -8%, ·, 0%, ·
CC(C)(C)n1nnnc1CN1CCC(NC(=O)NC2CCCCC2)CC1
  13%, -15%, 10%, 0.3%
O=C1CC(=O)N(CCc2ccccc2)C(=O)N1CCc1ccccc1
  8%, -14%, 2%, 9.9%
c1cncc(-c2nnc(-c3ccco3)o2)c1
  6%, -27%, -8%, 0.0%
Cc1cc(C)n(-c2ccc(C(=O)OCC(=O)NCc3ccco3)cc2)n1
  -10%, -16%, 0%, 0.4%
Cc1nn(C(C)C(=O)NC2CCCCC2)c(=O)c2c1sc1ccccc12 (centres undefined)
  10µM*, -33%[inhibitor][10.9 µM], 13µM*, ?

# (list continues)
# Each structure is followed by: p53ts 39C kill, Imprint erasure, p53ts 32C kill, IkB signaling
CCOC(=O)c1cccc(NC(=O)Cn2cnc3c2c(=O)n(C)c(=O)n3C)c1
  10%, -11%, 6%, 1.2%
Clc1cccc(Cl)c1NC1=NCCN1
  -7%, -9%, 2%, 0.2%
CCOC(=O)N1CCN(c2c(Nc3cc(C)[nH]n3)c(=O)c2=O)CC1
  -6%, -6%, 3%, 0.1%
CCc1cccc(C)c1NC(=O)Cn1ccn(Cc2ccc(Cl)cc2)c(=O)c1=O
  20%, -10%[10.9 µM], 2%, 2.4%
Cc1cc(C)c(NC(=O)CSc2ncc3c(n2)-c2cc(Cl)ccc2N(C)S3(=O)=O)c(C)c1
  -11%, -22%[10.9 µM], 8%, ?
O=C(CSc1nnc(COc2ccccc2)n1Cc1ccco1)NCc1ccco1
  -2%, -6%, -3%, 0.4%
CCc1c(C)sc2c1CCN(C(=O)Nc1cc(Cl)c(OC)cc1OC)C2c1ccccc1 (centres undefined)
  -11%, -18%[10.9 µM], 1%, ?
COc1cccc(C2C=C(c3ccc(C)c(C)c3)Nc3nnnn32)c1OC (centres undefined)
  -18%, -14%[10.9 µM], 0%, 2.3%
CCOC(=O)c1c(C)[nH]c(C)c1S(=O)(=O)N1CCC(C(=O)Nc2ccccn2)CC1
  29%, -9%[10.9 µM], 2%, -1.7%
CC(=O)N(C)c1ccc(NC(=O)c2ccccc2C(=O)O)cc1
  7%, 5%, -9%, 0.2%
COCCn1c(=O)c(-c2ccc(OC)cc2)nc2cnc(N3CCOCC3)nc21
  -1%, 3%, 11%, -0.9%[11.4 µM]
CC1CC(C)CN(c2ncc3c(n2)CC(c2ccc(Cl)cc2)CC3=O)C1 (centres undefined)
  5%, 5%, 1%, 1.3%
COC(=O)c1ccccc1NC(NC(=O)c1ccco1)C(=O)c1ccccc1 (centres undefined)
  2%, -16%, 8%, 5.1%
COc1ccc(C2(NC(C)=O)CCN(C(=O)CCC(=O)O)CC2)cc1
  5%, -4%, 1%, ?
COc1ccc(N(C(C)=O)S(=O)(=O)c2cc(OC)ccc2OC)cc1
  5%, -4%, 2%, -1.0%
O=C(Nc1ccc2c(c1)OCO2)c1ccc(Br)s1
  ?, -46%[inhibitor], 13µM*, ?
Cc1nn(Cc2cccc(C(=O)NC34CC5CC(CC(C5)C3)C4)c2)c(C)c1Br
  -26%, ·, -33%, ·
COc1cc(=O)n(C)c2c(OCC(O)C(C)(C)O)cccc12 (centres undefined)
  2%, -13%&-2%, 3%, ·
